Screening data deposited in PubChem by National Center for Advancing Translational Sciences (NCATS).
TDP43 rescue = TDP-43 toxicity inhibition in yeast; actives 1.8% (n = 410,000); Potency, µM (titrated, usually from 46.1 µM), without a hit: at the top dose growth rescue (activation), hits mostly activators; TDP-43 expressing yeast growth rescue, BacTiter-Glo, 24 h; further: potency means the concentration at half of the fitted maximal effect; % of control where 0% means no effect; nearly all actives have a fitted effect of over 50% in size
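Readout is BacTiter-Glo luminescence of cell growth, so inhibitors register as activators. TDP-43-expressing yeast at OD600=0.02 in galactose medium, after raffinose pregrowth to mid-log, were incubated with compound for 24 hr at 30 deg C.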
KB-V1 MDR tox = kills drug-selected multidrug resistant KB-V1 cells | Potency, µM (series often up to 46.1 µM), for inactives: at the top dose activity change, negative = cytotoxicity, usual class: cytotoxic | KB-V1 MDR cells viability, CellTiter-Glo, 72 h | actives 3.4% (n = 400,000) | AID 1347076; further: potency means the concentration at half of the fitted maximal effect; on the % scale 0 is the no-effect control and ±100 the full control effect; nearly all actives have a fitted effect of over 60% in size
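Cytotoxicity via CellTiter-Glo luminescence after 72 h compound exposure at 37 degrees C. Cells: drug-selected KB-V1 line, DMEM phenol-red free plus 10% FBS. Compounds tested at multiple concentrations; normalized data fitted to concentration-effect curves.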
GLP1R ag = GLP-1 receptor (human) agonism; HEK293 GLP-1R CRE-luciferase, luminescence, 4-6 h; cells express a hypersensitive GLP-1R form; Potency, µM (doses to about 45.6 µM), for the others: top-dose activation, usual class: activators; actives 0.007% (n = 380,000); further: potency means the concentration at half of the fitted maximal effect; % of control where 0% means no effect
Target sequence (P43220 whole entry, looked up): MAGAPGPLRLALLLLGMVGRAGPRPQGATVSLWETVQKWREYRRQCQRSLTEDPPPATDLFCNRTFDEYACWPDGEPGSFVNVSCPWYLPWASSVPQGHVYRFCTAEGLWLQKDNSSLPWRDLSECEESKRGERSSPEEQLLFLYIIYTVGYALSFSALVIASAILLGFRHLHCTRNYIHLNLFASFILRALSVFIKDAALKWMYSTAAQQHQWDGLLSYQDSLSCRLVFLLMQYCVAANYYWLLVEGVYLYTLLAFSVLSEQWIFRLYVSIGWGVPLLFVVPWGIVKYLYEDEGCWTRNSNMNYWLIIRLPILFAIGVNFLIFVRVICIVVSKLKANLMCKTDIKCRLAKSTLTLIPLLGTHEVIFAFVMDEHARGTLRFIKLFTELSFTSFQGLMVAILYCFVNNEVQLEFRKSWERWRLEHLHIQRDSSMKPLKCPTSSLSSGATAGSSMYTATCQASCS
aSyn rescue = alpha-synuclein toxicity inhibition in yeast; actives 0.14% (n = 370,000); Yeast expressing alpha-synuclein, growth rescue, BacTiter-Glo, 24 h; Potency, µM (series often up to 46.1 µM), for the others: at the top dose growth rescue (activation), most hits filed as activators; further: potency means the concentration at half of the fitted maximal effect; % of control where 0% means no effect; nearly all actives have a fitted effect of over 65% in size
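Rescue of yeast growth: cells expressing toxic alpha-synuclein, induced in galactose at OD600 0.02, incubated with compound 24 h at 30 C. ATP luminescence quantified growth; inhibitors of toxicity appear as activators.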
D3 antag = blocks the human D3 dopamine receptor. P35462. D3R cells, DiscoveRx beta-arrestin luminescence, antagonist mode; active compounds read low. max response, negative = inhibition, %. actives 2.5% (n = 360,000). AID 652054; in the data active means max response below about -50%; inconclusive means no clear call, values can overlap the other calls; further: on the % scale 0 is the no-effect control and ±100 the full control effect; mostly tested at two doses, the higher about 12 µM
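Cells expressing the human receptor were seeded at 1500 cells/well, incubated overnight at 37 degrees C in 5% CO2, then exposed to library compounds with dopamine controls for 90 minutes at 37 degrees C before luminescent detection.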
DRD3 agonist = D3 dopamine receptor (human) agonism; D3R DiscoveRx beta-arrestin cells, luminescence, 90 min; P35462; max activation, %; actives 0.58% (n = 410,000); in the data active means max activation above about 30%; further: 0% is about no effect; mostly tested at two doses, the higher about 12 µM
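Agonist mode: compounds and dopamine controls were applied to plated cells for 90 min at 37 degrees C after an overnight attachment at 1500 cells/well. Luminescent read-out followed 30 - 60 minutes at room temperature with DiscoveRx detection reagent.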
GLP-1R inv ag = acts as inverse agonist at human GLP-1 receptor; P43220; HEK293 GLP-1R CRE-luciferase, luminescence, 24 h; GLP-1R form is constitutively active; Potency, µM (doses to about 38.3 µM), for inactives: at the top dose activity change, negative = inhibition, hits mostly inhibitors; actives 1.6% (n = 410,000); AID 624417; further: potency means the concentration at half of the fitted maximal effect; on the % scale 0 is the no-effect control and ±100 the full control effect; nearly all actives have a fitted effect of over 55% in size
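Seeding at 200 cells/uL, 12 h culture, 24 hr compound treatment, then luciferase reagent and a luminescence read; cells are HEK293 stably expressing a constitutively active GLP-1R plus cAMP-responsive luciferase.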
GLP1R cytotox = cytotoxic in the GLP-1 receptor inverse agonist counter-screen; actives 0.13% (n = 410,000); Potency, µM (highest dose often 38.3 µM), without a hit: top-dose activity change, negative = inhibition, actives largely listed as inhibitors; HEK293 cAMP-luciferase reporter cells, luminescence, 24 h;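 further: loss of luciferase light is scored as toxicity; potency means the concentration at half of the fitted maximal effect; on the % scale 0 is the no-effect control and ±100 the full control effect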
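Compound-treated cells are incubated 24 hr at 37 deg C under 5% CO2 after a 12 hour attachment period, then luciferase detection reagent is added and luminescence is measured following 12 min at room temperature; lowered signal indicates toxicity.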
PTHR1 agonist = PTHR1 (human) receptor agonism. Q03431. HEK293 GP2 PTHR1 cells, GloSensor cAMP luminescence, 1 h. Potency, µM (top dose mostly 115 µM), without a hit: at the highest dose activation, most hits filed as activators. actives 0.075% (n = 410,000). AID 743266; further: potency means the concentration at half of the fitted maximal effect; nearly all actives have a fitted effect of over 55% in size; some results filed as inactive show a strong effect at the top dose; inactives centre near -15; many of its hits are not listed in these tables
Target sequence (Q03431 whole entry, looked up): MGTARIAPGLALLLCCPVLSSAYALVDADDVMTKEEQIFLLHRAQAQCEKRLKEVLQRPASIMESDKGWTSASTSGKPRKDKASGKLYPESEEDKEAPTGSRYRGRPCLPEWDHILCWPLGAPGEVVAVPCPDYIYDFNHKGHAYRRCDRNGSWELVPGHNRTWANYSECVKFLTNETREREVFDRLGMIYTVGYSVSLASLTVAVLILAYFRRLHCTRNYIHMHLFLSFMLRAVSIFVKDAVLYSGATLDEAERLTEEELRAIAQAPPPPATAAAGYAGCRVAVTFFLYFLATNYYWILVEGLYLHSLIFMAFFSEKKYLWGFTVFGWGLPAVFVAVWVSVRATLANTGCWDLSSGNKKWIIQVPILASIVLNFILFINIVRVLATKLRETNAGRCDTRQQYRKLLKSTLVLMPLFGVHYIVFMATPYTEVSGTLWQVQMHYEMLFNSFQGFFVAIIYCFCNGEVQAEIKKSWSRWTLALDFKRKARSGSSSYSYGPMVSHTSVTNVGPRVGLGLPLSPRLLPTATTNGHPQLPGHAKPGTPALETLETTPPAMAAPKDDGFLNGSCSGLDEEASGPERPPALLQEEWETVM
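HEK-293-derived GP2 cells expressing PTHR1 and a GloSensor cAMP reporter, 3,000/well, plated overnight, given luciferin plus IBMX (each 0.5 mM as added) for 1 h at 37 °C, then compound for 1 h at 37 °C. Luminescence was read after 15 min at room temperature.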
* marks the source's active call; other numbers are inactive results; i = inactive; ? = inconclusive; . = not tested or not shown; [ ] = another dose, or the depositor's remark. Unless noted, the call rests on the fitted dose curve; in most records, active means well fitted curve in the direction sought with a large enough effect; inconclusive means small, poorly fitted or top-dose-only effect, or another doubt; inactive means no such curve, though single readings can be large; an effect the other way counts as inactive or inconclusive. An excerpt. The share of hits here may be higher or lower than overall.

SMILES	TDP43 rescue	KB-V1 MDR tox	GLP1R ag	aSyn rescue	D3 antag	DRD3 agonist	GLP-1R inv ag	GLP1R cytotox	PTHR1 agonist
COc1cc(OC)cc(-c2nnc(NC(=O)CCS(=O)(=O)c3ccccc3)o2)c1	0%	15%	0%	0%	0	-2	0%	0%	i
Cc1ccc(Cn2nc(C)cc2C(=O)Nc2ccc(Cl)cc2)cc1	26%	?	13%	2%	-8	-8	4.5µM*	0%	-8%
CCN(CC)C(=O)Cn1nc(-c2ccccc2O)nc1SCC(=O)Nc1ccc(OC)cc1	-8%	-5%	9%	8%	-13	3	4%	-14%	i
CN(C)CCCOC(=O)COc1ccc(C(C)(C)C)cc1	-4%	-12%	-4%	13%	-9	-8	1%	41%[activator]	?
CNC(=O)c1nnsc1S(=O)c1ccc(Cl)cc1 (stereo not given)	?	-10%	-3%	-55%[inhibitor]	-55*	-22	?	?	-93%[inhibitor]
CC(NC(=O)COc1cccnc1[N+](=O)[O-])c1ccc(Cl)cc1Cl (stereo not given)	?	3%	11%	-2%	-11	2	-11%	22%	-17%
O=C(CCCN1C(=O)c2ccccc2C1=O)NCC1CCCO1 (stereo not given)	3%	-6%	2%	5%	-13	-2	3%	6%	?
CCOC(=O)c1c(NC(=O)COC(=O)/C=C/c2ccco2)sc2c1CC(C)(C)NC2(C)C	-9%	-4%	0%	-6%	-15	-4	?	?	i
COc1ccc(NC(=O)CN(C)C(=O)c2cccc(S(=O)(=O)N3CC4(C)CC3CC(C)(C)C4)c2)cc1 (stereo not given)	3%	13%	21%	0%	-1	-1	11µM*	-22%	-25%
CC1=CC(C)[C@H](/C=N/n2c(=O)[nH]c3c([nH]c4ccc(C)cc43)c2=O)C(C)C1 (stereo not given in full)	11%	0%	-10%	-5%	?	2	4%[0.307 µM]	0%[0.307 µM]	-18%
CC(Sc1ccc2ccccc2n1)C(=O)O (stereo not given)	11µM*	?	-4%	-17%	5	2	9%	7%	i
COc1ccccc1NC(=O)C1CCCN1C(=O)NCc1ccccc1 (stereo not given)	5%	-7%	11%	2%	-17	3	4%	15%	i
CCC(=O)c1ccc(OC)c(OC)c1O	12%	5%	19%	0%	15	1	18%	7%	-5%
COc1ccc(NC(=O)COc2ccccc2C(N)=O)cc1S(=O)(=O)N1CCCCC1	20%	11%	7%	-6%	1	1	21%	-23%	-9%
COc1ccc(-n2nc(C(=O)N3CCN(c4cccc(C(F)(F)F)c4)CC3)c3c4ccccc4n(C)c3c2=O)cc1Cl	-10%	?	.	.	.	-24	-3%	12%	-39%[inhibitor]
O=C(NCc1ccc(Cl)cc1)c1cc(=O)[nH]c2ccc(S(=O)(=O)N3CCOCC3)cc12	6%	?	4%	-5%	10	-1	22%	11%	-7%
CCCCNC(=O)c1cnn2c(C)c(Cc3c(F)cccc3Cl)c(C)nc12	11%	-12%	.	.	.	0	1%	0%	-16%
Cc1ccc(-c2nc(S(=O)(=O)c3ccccc3)c(N3CCN(c4ccccc4)CC3)o2)cc1	24%	-4%	.	.	.	-7	2%	-14%	10%
Cc1ccc([N+](=O)[O-])cc1NC(=O)c1ccc(CSc2ccccc2)cc1	-8%	?	-14%	2%	?	-2	33%[activator]	-23%	-8%
COc1ccccc1N1CCN(CCCOc2ccc(F)cc2)CC1	6%	4%	8%	5%	-91*	-17	?	-10%	8%[57.5 µM]

Already shown: entries from further up.
SMILES	TDP43 rescue	KB-V1 MDR tox	GLP1R ag	aSyn rescue	D3 antag	DRD3 agonist	GLP-1R inv ag	GLP1R cytotox	PTHR1 agonist
COc1cc(OC)cc(-c2nnc(NC(=O)CCS(=O)(=O)c3ccccc3)o2)c1	0%	15%	0%	0%	0	-2	0%	0%	i
Cc1ccc(Cn2nc(C)cc2C(=O)Nc2ccc(Cl)cc2)cc1	26%	?	13%	2%	-8	-8	4.5µM*	0%	-8%

Complete entries as entered above:
`CCOC(=O)c1c(NC(=O)COC(=O)/C=C/c2ccco2)sc2c1CC(C)(C)NC2(C)C` is listed as TDP43 rescue = -9%; KB-V1 MDR tox = -4%; GLP1R ag = 0%; aSyn rescue = -6%; D3 antag = -15; DRD3 agonist = -4; GLP-1R inv ag = ?; GLP1R cytotox = ?; PTHR1 agonist = i
`O=C(NCc1ccc(Cl)cc1)c1cc(=O)[nH]c2ccc(S(=O)(=O)N3CCOCC3)cc12` is listed as TDP43 rescue = 6%; KB-V1 MDR tox = ?; GLP1R ag = 4%; aSyn rescue = -5%; D3 antag = 10; DRD3 agonist = -1; GLP-1R inv ag = 22%; GLP1R cytotox = 11%; PTHR1 agonist = -7%

The main list resumes with the 2 entries that preceded the break.
SMILES	TDP43 rescue	KB-V1 MDR tox	GLP1R ag	aSyn rescue	D3 antag	DRD3 agonist	GLP-1R inv ag	GLP1R cytotox	PTHR1 agonist
Cc1ccc([N+](=O)[O-])cc1NC(=O)c1ccc(CSc2ccccc2)cc1	-8%	?	-14%	2%	?	-2	33%[activator]	-23%	-8%
COc1ccccc1N1CCN(CCCOc2ccc(F)cc2)CC1	6%	4%	8%	5%	-91*	-17	?	-10%	8%[57.5 µM]
CCC[C@H]1CN(c2ccc(Br)cc2)C(=O)[C@@H]1CC(=O)Nc1ccc(OC)cc1	2%	-15%	-2%	-3%	19	-1	7.9µM*	-8%	-73%[inhibitor]
Cc1ccc(-n2nc(C)c3c(C)cc(=O)n(CC(=O)Nc4ccc(C(C)C)cc4)c32)cc1	-17%	-2%	.	.	.	-13	12%	1%	-3%
O=C(CCn1c(=O)c2ccccc2n(Cc2cccnc2)c1=O)NCc1ccc2c(c1)OCO2	12%	-19%	1%	4%	-59*	-3	0%	19%	i
CCc1nc(SCC(=O)NC2CCCC2)c2oc3ccccc3c2n1	-7%	?	2%	0%	0	8	10%	-15%	i
CCCCN(C)S(=O)(=O)c1ccc(C(=O)Nc2sc3c(c2C(=O)OCC)CCN(C(C)C)C3)cc1	-3%	0%	4%	27%	.	-6	?	40%[activator]	-2%
CCc1ccc(OC(=O)CSc2nnc(-c3ccc(OC)c(OC)c3)o2)cc1	15%	4%	.	.	.	4	6%	1%	?
CCc1ccc(-c2cc(C)no2)cc1S(=O)(=O)NCc1ccc(OC)cc1	?	3.7µM*	.	.	.	-5	?	?	-39%[inhibitor]
O=C(COC(=O)c1cc(-c2cccs2)nn1-c1ccccc1)Nc1ccc(Cl)c([N+](=O)[O-])c1	-1%	0%	-5%	10%	20	6	11%	-21%	0%
COc1ccc(-n2cnnc2SCc2csc(-c3ccccc3)n2)cc1	?	-4%	16%	-9%	21	-1	0%	-13%	-23%
COc1ccc(N=Cc2[nH]c3ccccc3c2O)cc1	8%	-8%	5%	-2%	5	5	37%[activator]	2%	-18%
CCCC(c1nnnn1Cc1cccs1)N1CCN(c2ccc(OC)cc2)CC1 (stereo not given)	-4%	?	-2%	12%	-7	-1	?	-14%	-3%[57.5 µM]
CCOC(=O)c1nnsc1Nc1ccc(C)c(C)c1	11µM*	0%	16%	-5%	9	10	-12%	-11%	-13%
Clc1ccc(C2=Nc3cc(Cl)ccc3OC2)cc1	1%	-9%	18%	0%	20	1	7%	-4%	-24%
COc1c2ccoc2nc2c(OC)cccc12	-4%	-7%	14%	5%	23	11	-2%	15%	-5%
Cc1cccc(-n2nc3c(c2NC(=O)c2ccco2)CSC3)c1C	-20%	17%	-15%	-3%	-2	-13	-7%	4%	-13%[57.5 µM]
CCOC(=O)c1cc(-c2ccccc2)n(-c2cccc(C(=O)NC(C)(C)C)c2)c1C	-12%	-5%	.	.	.	-23	5%	-11%	-13%
COCCOC(=O)c1c(C)oc2ccc(OC(=O)COc3c(F)c(F)c(F)c(F)c3F)cc12	23%	-1%	-11%	2%	-2	1	0%	4%	i
CC(C)Cc1nc2oc3c(NCC(C)O)ncnc3c2c2c1CCCC2 (stereo not given)	14%	-10%	8%	4%	11	5	25%	3%	13%
O=C(N/N=C/c1cccnc1)c1ccc(O)cc1	-22%	7%	8%	-9%	-11	-4	-19%	15%	i
CCOc1ccc(S(=O)(=O)c2cn(Cc3ccc(C)cc3)c3ccc(OC)cc3c2=O)cc1	21%	?	.	.	.	-4	-2%	17%	-18%
O=C(CCc1ccc(O)c(O)c1)NNC(=S)NCCc1ccccc1	-5%	24%	1%	-7%	-13	59*	67%[activator]	4%	i
Cc1cccc2c1NC(=O)C21OCC(CO)([N+](=O)[O-])CO1 (stereo not given)	-12%	1%	8%	-12%	12	-5	15%	1%	i
COc1ccc(OCCn2nnc(-c3ccc(Cl)cc3)n2)cc1	-4%	-17%	-1%	0%	-9	-3	30%	19%	i
Cc1ccc(-c2cc(C(F)F)n3ncc(C(=O)NN4CCCCC4)c3n2)cc1	-36%[inhibitor]	?	0%	-2%	-16	-15	12%	14%	i
CC(CCc1ccccc1)NC(=O)COC(=O)c1cccc(N(C)C)c1 (stereo not given)	2%	15%	20%	9%	3	-3	?	-6%	-21%
O=C(CCCOc1ccccc1)Nc1nc2ccccc2[nH]1	0%	-30%	6%	1%	-4	-5	-9%	11%	-7%
O=C(Nc1ccc2c(c1)OCO2)C1Cc2c(-c3ccccc3Oc3ccccc3)ccnc2O1 (stereo not given)	0%	-16%	-1%	11%	48	10	?	-4%	-28%
